Compound activity deposited in PubChem by The Scripps Research Institute Molecular Screening Center.
ADAM17 inh: ADAM17 inhibitors, primary screen, biochemical, QFRET. 370,000 tested, 0.83% active. recombinant ADAM17, EDANS/DABCYL FRET peptide cleavage. Disintegrin and metalloproteinase domain-containing protein 17 (Homo sapiens), P78536. inhibition, % at 6.95 µM;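 active = inhibition above the mean of compounds lying between control limits plus 3 SD, set per campaign, cut at about 8.5% in these data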;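 note: 0% = DMSO-only wells as the low control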
Target sequence (P78536 215-824 limits assumed): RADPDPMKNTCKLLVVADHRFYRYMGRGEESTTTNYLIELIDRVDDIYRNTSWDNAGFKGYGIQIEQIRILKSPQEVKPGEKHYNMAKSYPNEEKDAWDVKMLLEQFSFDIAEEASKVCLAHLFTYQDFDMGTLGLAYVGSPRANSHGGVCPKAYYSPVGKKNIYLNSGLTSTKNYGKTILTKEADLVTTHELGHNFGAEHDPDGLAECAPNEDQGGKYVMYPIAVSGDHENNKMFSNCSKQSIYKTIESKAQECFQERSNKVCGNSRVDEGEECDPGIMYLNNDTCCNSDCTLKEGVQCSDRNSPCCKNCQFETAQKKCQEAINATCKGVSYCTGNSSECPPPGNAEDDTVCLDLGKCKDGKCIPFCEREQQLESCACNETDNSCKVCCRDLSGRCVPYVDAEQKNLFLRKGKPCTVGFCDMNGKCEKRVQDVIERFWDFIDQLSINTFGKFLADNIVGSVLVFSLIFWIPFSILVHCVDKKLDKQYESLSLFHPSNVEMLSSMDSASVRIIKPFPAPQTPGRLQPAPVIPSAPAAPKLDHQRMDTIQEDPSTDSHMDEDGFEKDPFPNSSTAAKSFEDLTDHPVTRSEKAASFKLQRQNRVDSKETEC
ssDAF12 agonist: S. stercoralis DAF-12 nuclear receptor activators, primary screen, cell-based, luminescence, HEK293, GRIP1 co-expression, lit1-tk-luc; Nuclear hormone receptor DAF-12 (Strongyloides stercoralis); HEK293 ssDAF-12/GRIP1 lit1-tk-luc reporter; % of 3 µM dafachronic acid response; activation, % at 6.8 µM; 370,000 tested, 1% active; AID 652126, 2013;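 active = activation above the mean over all tested compounds plus 3 SD, cut at about 0.9% in these data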;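 note: 0% = DMSO-only wells and 100% = 3 µM delta7-dafachronic acid wells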
PLCb3 inh: human PLC-beta3 inhibitors, primary screen, biochemical, fluorescence | 1-phosphatidylinositol 4,5-bisphosphate phosphodiesterase beta-3 (Homo sapiens), Q01970 | Purified PLC-beta3, fluorogenic substrate | inhibition, % at 12.2 µM | 370,000 tested, 0.18% active | AID 720704, 2013; in the data active = inhibition above about 11%;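 note: 0% = median of compound wells on plate and 100% = full blocker control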
DAX1 inh-1: DAX1 (NR0B1) inhibitors on StAR promoter, primary screen, cell-based, luminescence, SF-1 (NR5A1), full-length DAX-1. HEK293T StAR-luciferase reporter, SF-1/DAX-1 repression relief. inhibition, % at 6.8 µM. 370,000 tested, 1.1% active. AID 652010, 2013;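 active = inhibition above the mean over all tested compounds plus 3 SD, cut at about 3.6% in these data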;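 note: 0% = DAX-1 cells with DMSO and 100% = cells lacking DAX-1 with DMSO; higher inhibition means more luminescence from relief of DAX-1 repression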
DAX1 inh-2: DAX1 (NR0B1) inhibitors, primary screen, cell-based, HEK293, Gal4-DAX1, luciferase luminescence; 340,000 tested, 0.99% active; HEK293 Gal4-DAX1 luciferase reporter; AID 504766, 2011; Nuclear receptor subfamily 0 group B member 1 (Homo sapiens), P51843; inhibition, % at 6.75 µM;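 active = inhibition above the mean over all tested compounds plus 3 SD, cut at about 4.2% in these data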;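 note: 0% = DAX1-transfected cells with DMSO and 100% = empty-vector control cells with DMSO; inhibition shows as a rise in luminescence from relieved DAX1 repression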
sPLA2-III inh: human group III sPLA2 inhibitors, primary screen, biochemical, QFRET, BODIPY PC-A2 liposome substrate | Group 3 secretory phospholipase A2 (Homo sapiens), Q9NZ20 | QFRET BODIPY PC-A2 liposome hydrolysis, fluorescence | inhibition, % at 12.2 µM | 370,000 tested, 0.56% active;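 active = inhibition above mean plus 3 SD of compounds lying within the high and low control bounds, cut at about 19% in these data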;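 note: 0% = median of test compound wells and 100% = no enzyme DMSO wells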
Target sequence (Q9NZ20 whole entry, looked up): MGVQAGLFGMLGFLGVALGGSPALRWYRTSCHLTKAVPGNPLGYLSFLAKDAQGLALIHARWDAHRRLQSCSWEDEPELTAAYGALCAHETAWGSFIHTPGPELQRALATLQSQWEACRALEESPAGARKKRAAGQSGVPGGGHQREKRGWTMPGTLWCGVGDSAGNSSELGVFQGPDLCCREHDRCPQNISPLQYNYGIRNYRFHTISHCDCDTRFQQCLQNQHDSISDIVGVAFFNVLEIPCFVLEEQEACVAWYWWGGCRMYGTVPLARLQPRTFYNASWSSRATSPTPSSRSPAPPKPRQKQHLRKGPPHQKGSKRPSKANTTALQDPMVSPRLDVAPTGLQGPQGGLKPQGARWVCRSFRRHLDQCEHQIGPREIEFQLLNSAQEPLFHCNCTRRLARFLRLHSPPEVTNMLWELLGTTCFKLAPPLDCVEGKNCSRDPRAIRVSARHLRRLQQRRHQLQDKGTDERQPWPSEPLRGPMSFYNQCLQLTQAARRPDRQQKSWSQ
GAA850 FXN act: FXN promoter activators, primary screen, cell-based, luciferase luminescence, HEK293 lucGAA850; activation, % at 6 µM; HEK293 lucGAA850 FXN promoter luciferase reporter, 24 h; percent of 10 µM SAHA response; AID 540364, 2011; 360,000 tested, 0.56% active;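 active = activation above the average of all compounds screened plus 3 SD, cutoff fixed separately per campaign, cut at about 7.5% in these data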;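 note: 0% = DMSO wells and 100% = 10 µM SAHA wells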
hgDAF-12 ag: H. glycines DAF-12 receptor agonists, primary screen, cell-based, luminescence, HEK293, GAL4 fusion, UAS-luciferase. Nuclear hormone receptor DAF-12 (Heterodera glycines), GAL4 fusion. HEK293 GAL4-hgDAF12 UAS-luciferase reporter, agonist luminescence; normalized to butyrate control. activation, % at 6.8 µM. 370,000 tested, 1.8% active;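 active = activation above a cutoff set at the mean of all screened compounds plus 3 SD, cut at about 10% in these data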;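 note: 0% = DMSO wells and 100% = sodium butyrate wells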
PLC-gamma1 inh: PLC-gamma1 enzyme inhibitors, primary screen, biochemical, fluorescence, purified enzyme | 1-phosphatidylinositol 4,5-bisphosphate phosphodiesterase gamma-1 (Homo sapiens), P19174 | fluorogenic substrate | inhibition, % at 12.2 µM | 370,000 tested, 0.84% active | AID 720700, 2013; in the data active = inhibition above about 9.5%
hcDAF12 agonist: H. contortus DAF-12 nuclear receptor activators, primary screen, cell-based, luminescence, HEK293, lit1-tk-luc reporter; AID 652067, 2013; HEK293 hcDAF-12 lit1-tk-luc reporter; 0% DMSO, 100% Δ7-dafachronic acid; activation, % at 6.8 µM; 370,000 tested, 1.4% active;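 active = activation above the mean of all tested compounds plus 3 SD, cut at about 5.5% in these data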;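 note: 100% = response to 3 µM Δ7-dafachronic acid high control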
ADAM10 inh: human ADAM10 inhibitors, primary screen, biochemical, QFRET, HTS. inhibition, % at 7 µM. recombinant ADAM10, EDANS/DABCYL FRET peptide cleavage, 3 h. 370,000 tested, 0.62% active. Disintegrin and metalloproteinase domain-containing protein 10 (Homo sapiens), O14672. AID 720582, 2013;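 active = inhibition above a per-campaign cutoff equal to the mean of compounds falling between control-based bounds plus 3 SD, cut at about 20% in these data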;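 note: 0% = DMSO wells while the 100% control is not disclosed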
* hit, by the source's call; i = inactive; x = no result given.

SMILES	ADAM17 inh	ssDAF12 agonist	PLCb3 inh	DAX1 inh-1	DAX1 inh-2	sPLA2-III inh	GAA850 FXN act	hgDAF-12 ag	PLC-gamma1 inh	hcDAF12 agonist	ADAM10 inh
CCn1c(SCC(=O)Nc2ccc(NC(=O)c3ccco3)cc2)nnc1-c1cccs1	8.8*	-1.5	4	-2.9	0.3	3	2.0	-2.9	8	-1.4	9
COc1cccc(CN2CCN(C(=O)c3ccc(-c4ccccc4)cc3)CC2)c1OC	4	-1.6	0	-0.3	-0.1	-16	1.5	-0.3	2	-0.8	-1
COc1ccc(-n2c(Cc3cccn3C)nnc2SCC(=O)NC2CCCC2)cc1	-2	-0.3	-4	0.5	2.7	-18	-2.0	-2.4	-3	-3.2	-4
O=C(c1ccc(NS(=O)(=O)c2cccc3cccnc23)cc1)N1CCOCC1	-5	-1.4	1	-0.6	-1.1	2	0.8	-0.6	-2	-2.1	-4
O=C(NC(=S)Nc1nc2ccccc2s1)c1cccs1	-3	0.8	0	2.4	5.1*	9	5.4	8.7	-2	13*	-4
OC(CN1CCN(Cc2ccccc2)CC1)c1ccc(F)cc1 (configuration not stated)	0	-1.5	-3	0.4	-0.2	1	-0.8	4.6	-2	-0.4	-5
COC(=O)CN1C(=O)COc2ccc(Cl)cc21	-1	-1.0	3	0.6	1.3	3	0.8	-1.1	3	4.8	0
CCOc1ccccc1NCc1nnc(-c2ccccc2)o1	-5	0.6	-9	-0.5	-1.0	6	1.7	-0.2	1	-2.7	-11
O=C(NCc1ccco1)C1CCN(c2nc3ccccc3n2Cc2ccccc2F)CC1	-3	-1.2	-6	-0.1	-0.4	-18	0.2	-3.0	-5	-1.3	-43
CCOC(=O)c1ccc(NC(=O)C(CC)CC)cc1	-3	-0.9	-2	1.4	-0.8	3	3.2	2.4	-2	0.8	-5
CCCC1(C(=O)OC)NC(c2ccc(OC)cc2OC)C2C(=O)N(c3cccc(C(C)=O)c3)C(=O)C21 (configuration not stated)	-3	-1.3	-7	-0.1	2.7	-2	-1.8	-0.7	-4	-0.4	8
O=C(CSc1nc(=O)n2ccccc2n1)NCc1ccc2c(c1)OCO2	0	-0.6	4	0.3	1.0	4	0.8	-0.1	-1	1.1	-5
COc1cc(Cl)ccc1OCc1cc(C(=O)N(C)Cc2cn(C)nc2C)no1	-3	-1.1	-10	0.5	-0.2	1	0.3	-3.2	0	-2.7	-7
O=C(Nc1c(C(=O)NCc2ccco2)cnn1-c1ccccc1)c1cccc(F)c1	0	-1.3	2	-0.2	-0.2	-27	-3.3	-0.6	2	-0.9	5
Cc1ccc(N2C(=O)N(CC(=O)Nc3cccc([N+](=O)[O-])c3C)C(=O)C2C)cc1 (configuration not stated)	-2	-1.1	2	0.0	-0.9	-1	3.5	1.8	-2	1.1	-3
CC(C)c1ccccc1OCC(=O)Nc1ccc2[nH]ncc2c1	-3	-1.4	-9	-0.9	0.3	-11	1.3	-1.6	0	-2.4	12
CCC(C(=O)NC1CCCCC1)N(Cc1cccs1)C(=O)CCC(=O)Nc1cc(C)on1 (configuration not stated)	-1	-1.3	-5	-0.5	-1.7	0	-0.8	-0.9	-1	-1.9	4
CCOC(=O)C1CCN(C(=O)CNC(=O)c2nn(-c3ccc(OC)c(Cl)c3)c(=O)c3ccccc23)CC1	-1	-1.1	-175	0.0	-1.1	-6	-0.6	-0.1	-105	1.0	-11
FC(F)(F)c1ccc(Nc2nnnc3ccccc23)cc1	-2	-0.6	-1	-0.1	0.6	3	3.6	3.4	-3	-1.5	0
CNc1nc2ccccc2n(C)c1=O	-19	-1.1	-6	-0.4	-0.9	1	1.5	-0.9	-3	-1.8	-52
CC(C)N(CCO)C(=O)C(c1ccccc1)c1ccccc1	0	-0.8	-2	-0.4	2.2	0	1.2	3.2	1	-2.0	7
O=C(OCC(=O)N1CCOCC1)c1cc2ccccc2oc1=O	-51	-0.4	-36	1.7	-0.6	11	1.3	-0.9	-22	-0.9	-193
COc1ccccc1-c1sc2ccccc2c1-c1ccc2c(c1)OCO2	-1	-0.7	-11	0.6	0.6	1	2.3	1.9	-6	1.5	-11
COc1cccc(-c2cnc(C(O)c3cccc(CN4CCCCC4)c3)[nH]2)c1 (configuration not stated)	0	-1.2	2	-0.4	x	-5	-0.8	-1.5	-1	-0.6	5
Cc1ccc(-c2nn(C(C)(C)C)c3ncnc(N)c23)cc1	2	-1.9	1	2.9	-1.4	0	3.2	-3.6	4	-3.2	-7
(list continues)
SMILES	ADAM17 inh	ssDAF12 agonist	PLCb3 inh	DAX1 inh-1	DAX1 inh-2	sPLA2-III inh	GAA850 FXN act	hgDAF-12 ag	PLC-gamma1 inh	hcDAF12 agonist	ADAM10 inh
Cc1c(O)ccc(-c2n[nH]c(C(=O)O)c2-c2nc3ccccc3s2)c1O	-7	-0.3	-28	0.3	-0.5	-13	3.6	0.2	-13	2.8	-6
S=C(Nc1ccccc1)OCCN1CCCC12CCC(c1ccccc1)CC2 (configuration not stated)	-1	-1.1	-1	x	x	-3	x	1.9	1	0.6	2
COc1cc2c(cc1OC)CN(C(=O)C(CCSC)NS(=O)(=O)c1ccc(C)cc1)CC2 (configuration not stated)	-5	-1.6	-5	-0.5	0.5	4	-1.0	-2.5	4	-1.9	-4
CC(C)CNC(=O)NC(=O)COc1ncnc2sccc12	-3	-1.6	1	-0.6	0.2	10	-2.5	-2.7	6	-0.5	-4
COc1ccc(CNC(=O)N2CCc3ccccc3C2)cc1	1	-0.5	-6	0.3	-1.0	0	-1.2	4.0	0	1.3	-5
CC(=O)CCc1oc2c([N+](=O)[O-])cccc2c1-c1ccc(C)o1	-3	-0.6	-6	-1.6	-0.9	-12	2.7	0.1	-1	-0.6	-8
Cc1ccc(S(=O)(=O)c2cc3c(=O)n4ccccc4nc3n(CCCN3CCOCC3)c2=N)cc1C	-329	-1.1	-310	-3.1	0.4	-1	0.4	1.3	-239	-1.6	i
Cc1ccc(C)c(NC(=S)N(CCc2ccncc2)C(C)C)c1	-4	-1.7	-3	-0.3	2.8	0	2.1	-2.2	1	1.4	0
CCc1nc(SCC(=O)NNC(=O)C(C)C)c2ccccc2n1	0	-1.1	1	-0.3	0.9	6	-1.4	-0.7	2	-0.6	2
Cc1cc(C(C)(C)C)cc(C)c1COC(=O)c1cccnc1	1	-0.6	-6	-0.2	-0.2	-2	2.2	1.6	-2	-1.6	3
Nc1nonc1-n1nnc(C(=O)N/N=C/c2cccc(F)c2)c1-c1ccccc1	5	-1.1	-3	-0.3	-0.8	-10	0.4	0.6	0	0.2	10
O=C(O)c1ccc2c(c1)C(=O)N(Cc1ccco1)C2=O	3	-0.4	-3	0.8	0.0	3	-1.5	0.7	6	0.3	13
O=C(CSc1ncnc2c1cnn2-c1ccc(F)cc1)NC1CCCC1	-6	-1.2	-14	3.5	0.4	7	1.4	3.2	2	-0.7	6
O=C(CCCSc1nc2ccccc2s1)NC1=NCCS1	0	-0.9	0	-0.5	-1.3	-7	-7.0	-6.2	0	0.3	0
O=C(NN1C(=O)NC2(CCCCC2)C1=O)c1cc2cc(Cl)ccc2o1	-7	-0.8	-8	-1.0	0.3	-5	0.2	-0.3	2	-0.7	-5
Cc1ccc(NC(=O)CN2C(=O)COc3ccc(C)cc32)nc1	0	-1.1	4	-0.3	-0.8	0	-1.4	-1.3	1	0.4	-3
CCC(C)C(=O)Nc1nnc(SCC(=O)NC2CCCC2)s1 (configuration not stated)	-2	-1.1	-2	-0.3	0.2	3	1.1	-1.4	4	0.3	2
CCOC(=O)C1(Cc2ccccc2)CCCN(C2CCN(C(C)=O)CC2)C1 (configuration not stated)	-7	-0.5	-4	0.4	0.4	3	-1.4	4.0	-5	1.8	-8
C=C(C)CNC(=S)N/N=C(\C)c1cccc(NC(C)=O)c1	1	-2.1	5	-1.5	-1.8	7	2.5	-4.3	-1	0.6	0
CC(=O)C(/C=N/c1ncc(C(F)(F)F)cc1Cl)=C(\C)O	-1	-0.9	3	-0.2	0.7	2	1.6	-0.2	0	-0.4	-1
CCC(C)[C@H](NC(=O)Nc1ccc(C)cc1C)C(=O)O (some centres not stated)	-6	-1.1	-4	0.2	2.1	6	-1.4	0.5	1	-0.6	0
COc1ccc(/C=C(/NC(=O)c2ccccc2)C(=O)NCCCn2ccnc2)cc1OC	-1	-0.7	-3	-0.5	0.7	-1	-0.6	2.9	-2	0.1	-8
CCOC(=O)c1nnc(-c2ccccc2)nc1N1CC(C)OC(C)C1 (configuration not stated)	-2	-2.1	1	-0.5	-0.1	2	1.3	2.7	3	-0.5	2
Cc1[nH]nc2c1C1(C(=O)Nc3ccc([N+](=O)[O-])cc31)C(C#N)=C(N)O2 (configuration not stated)	-2	-1.2	-1	-1.3	2.5	5	-3.4	2.2	4	-0.6	-1
COc1ccc(CC(=O)N(C)Cc2cccc(OC)c2OC)cc1S(=O)(=O)N1CCOCC1	-3	-1.1	-4	0.5	-0.2	-1	0.3	-1.1	-4	0.5	-7
COc1ccc(/C=C(/NC(C)=O)C(=O)O)cc1	-3	-0.8	2	0.1	0.8	2	-2.1	0.7	0	-1.6	2
O=C(C1CCN(C2CCN(C/C=C/c3ccccc3)CC2)CC1)N1CCOCC1	-3	-0.9	1	0.0	-1.3	0	0.2	0.5	0	2.0	1
COc1ccc(C(=O)CSc2nnc(CC(=O)Nc3ccccc3OC)n2C)cc1	-2	-1.7	1	-1.1	-0.2	-9	0.0	1.6	0	-2.3	-6
Cc1ccc(-c2ccc(CN3C(CC(C)C)C(=O)N(Cc4cn(Cc5ccco5)nn4)CCS3(=O)=O)cc2)cc1 (configuration not stated)	1	-2.1	-1	0.1	0.6	-23	-0.1	0.3	-1	-0.5	-4
CC1(c2ccccc2)NC(=O)N(CC(=O)Nc2ccc(S(N)(=O)=O)cc2)C1=O (configuration not stated)	-2	-1.3	1	0.0	-1.6	-7	3.2	-0.7	4	0.8	1

An unsorted share of the library; any-hit rate near 6.9%.
